Bioassay records: PubChem, National Center for Advancing Translational Sciences (NCATS)
Tau fluor counter: counter-screen for tau fibril formation inhibitors; 0.93% of 280,000 active; AID 1463; Potency, µM (series often up to 57.7 µM), without a hit: at the top dose activity change, negative = decrease; tau K18 P301L Alexa594 fluorescence, heparin fibrillization; further: on the % scale 0 is the no-effect control and ±100 the full control effect; nearly all actives have a fitted effect of over 55% in size
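Human K18 P301L tau (15 uM unlabeled plus 0.24 uM Alexa 594-labeled, final) in 100 mM sodium acetate pH 7 was mixed with compound and 20 uM heparin and incubated 6 hr at 37 C.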
L3MBTL1 block: inhibitors of human L3MBTL1. Q9Y468. AlphaScreen L3MBTL1–H3K9me1 peptide binding. Potency, µM (doses to about 57.1 µM), inactives show at the highest dose activity, negative = inhibition, usual class: inhibitors. 0.66% of 230,000 active; further: on the % scale 0 is the no-effect control and ±100 the full control effect; nearly all actives have a fitted effect of over 60% in size
Target sequence (Q9Y468 whole entry, looked up): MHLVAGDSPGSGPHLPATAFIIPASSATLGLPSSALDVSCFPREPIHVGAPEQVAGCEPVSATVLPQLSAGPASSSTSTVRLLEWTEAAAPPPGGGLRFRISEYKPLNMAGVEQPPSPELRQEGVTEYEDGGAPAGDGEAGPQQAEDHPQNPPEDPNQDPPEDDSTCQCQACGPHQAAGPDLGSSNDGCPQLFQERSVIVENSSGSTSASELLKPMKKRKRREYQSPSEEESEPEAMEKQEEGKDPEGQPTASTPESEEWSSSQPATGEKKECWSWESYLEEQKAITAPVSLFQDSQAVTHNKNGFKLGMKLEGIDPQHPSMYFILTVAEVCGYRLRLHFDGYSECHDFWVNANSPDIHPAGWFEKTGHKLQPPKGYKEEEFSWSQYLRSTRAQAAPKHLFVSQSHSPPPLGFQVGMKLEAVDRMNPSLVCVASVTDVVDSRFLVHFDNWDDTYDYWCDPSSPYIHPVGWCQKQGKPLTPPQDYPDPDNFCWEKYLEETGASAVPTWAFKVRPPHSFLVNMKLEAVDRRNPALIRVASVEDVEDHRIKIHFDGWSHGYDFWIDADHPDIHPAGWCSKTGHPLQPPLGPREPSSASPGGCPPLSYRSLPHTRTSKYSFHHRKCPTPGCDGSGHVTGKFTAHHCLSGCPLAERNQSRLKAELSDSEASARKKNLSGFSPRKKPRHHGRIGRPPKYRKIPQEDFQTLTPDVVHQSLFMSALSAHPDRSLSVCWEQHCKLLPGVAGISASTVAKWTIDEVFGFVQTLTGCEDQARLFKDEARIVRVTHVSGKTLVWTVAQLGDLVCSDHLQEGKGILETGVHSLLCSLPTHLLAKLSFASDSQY
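AlphaScreen assay: L3MBTL1 (50 nM final) was preincubated 30 min at room temperature with biotinylated H3(1-15)K9me1 peptide (75 nM final), then 30 min with library compounds; streptavidin donor and nickel chelate acceptor beads (10 ug/mL final) added, 30 min dark.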
Tau ThT inhib: tau fibrillization inhibition (ThT binding); P10636; recombinant tau K18 P301L (four-repeat tau fragment), heparin-induced fibrillization, ThT fluorescence; Potency, µM (highest dose often 57.4 µM), for the others: top-dose activity, negative = inhibition, hits mostly inhibitors; 2.1% of 270,000 active; AID 1460; further: on the % scale 0 is the no-effect control and ±100 the full control effect; nearly all actives have a fitted effect of over 55% in size
Target sequence (P10636 561-689 P618L limits assumed): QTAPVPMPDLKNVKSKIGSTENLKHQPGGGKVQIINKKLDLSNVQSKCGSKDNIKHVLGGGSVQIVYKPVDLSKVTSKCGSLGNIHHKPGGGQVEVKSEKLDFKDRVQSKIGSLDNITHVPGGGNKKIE
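Heparin-induced (20 uM) aggregation of recombinant human K18 P301L tau, 15 uM unlabeled with 0.24 uM labeled, pH 7 acetate buffer, 6 hr at 37 C with compound. Fibrils quantified by 30 uM ThT fluorescence after 1 hr ambient incubation.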
HTT cytoprotect: cytoprotection in Huntington HTT-Q103 PC12 cell model; PC12 HTT-Q103 induced, cytoprotection, ATP luminescence, 40 h; Potency, µM (titrated, usually from 56.4 µM), without a hit: cytoprotection (ATP increase), hits mostly activators; 0.14% of 230,000 active; AID 1471;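 further: % of control where 0% means no effect; nearly all actives have a fitted effect of over 45% in size; toxic huntingtin expression switched on by the ecdysone agonist tebufenozide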
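ATP quantification (ATPlite) reports survival of PC12 cells in which tebufenozide, 100 nM final, switches on Htt exon 1 with 103 glutamines linked to GFP; compounds are titrated.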
TexasRed fluor: alters Texas Red total fluorescence, flagging assay interference. TRb/SRC2 Texas Red total fluorescence interference. Potency, µM (top dose mostly 106 µM), without a hit: top-dose fluorescence change, negative = quenching. 0.29% of 280,000 active; active means well fitted curve in either direction with a large enough effect; inconclusive means small, poorly fitted or top-dose-only effect; further: on the % scale 0 is the no-effect control and ±100 the full control effect
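Flags fluorescent or light-absorbing compounds by total fluorescence, S + 2P, at 555 nm excitation and 632 nm emission. Mixture: 20 nM Texas Red SRC2 peptide, 0.6 uM human TRb LBD, 1 uM T3, 5% DMSO; compound exposure 5 h at ambient temperature.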
TRb SRC2 PPI: TRbeta-SRC2 interaction inhibition | P10828 | TRbeta-SRC2 peptide binding, fluorescence polarization; receptor liganded with 1 µM T3 | Potency, µM (doses to about 106 µM), for the others: at the top dose activity change, negative = inhibition, most hits filed as inhibitors | 0.065% of 280,000 active | AID 1469;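 further: plate controls were bound peptide for no effect and peptide without receptor for full effect; nearly all actives have a fitted effect of over 50% in size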
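Human TRb LBD (0.6 uM) plus Texas Red-labeled SRC2 peptide (20 nM), 1uM T3, 5% DMSO, 5 hr at ambient temperature. Decreased polarization (555/632 nm) flags inhibition; data normalized to free and bound peptide controls.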
RECQ1 inh: RECQ1 (human) helicase inhibition; RECQ1 DNA unwinding, red fluorescence kinetic read; Potency, µM (top dose mostly 57.3 µM), inactives show top-dose activity, negative = inhibition, most hits filed as inhibitors; 0.54% of 240,000 active; AID 2549;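 further: plate controls were vehicle for no effect and no enzyme for full effect; nearly all actives have a fitted effect of over 30% in size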
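RECQ1T1 50 nM; forked duplex (20 bp + 30-nt ss tails) 200 nM, ATP 2 mM final; pH 8.0, 2 mM MgCl2, 2.5 ug/ml poly(dI-dC); 15 min compound preincubation; discontinuous kinetic read over 2 h at RT.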
Tau fibril FP: inhibitors of human tau fibril formation; AID 1468; Potency, µM (top dose mostly 57.7 µM), for the others: at the highest dose activity, negative = inhibition, usual class: inhibitors; K18 P301L tau heparin fibrillization, Alexa594 FP, 6 h; 0.39% of 280,000 active; P10636; further: on the % scale 0 is the no-effect control and ±100 the full control effect; nearly all actives have a fitted effect of over 55% in size
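Read-out: fluorescence polarization of Alexa 594-labeled tau (0.24 uM), 555 nm excitation, 632 nm emission. Mixtures held 15 uM unlabeled K18 P301L, compound and 20 uM heparin, pH 7 acetate buffer, incubated 6 hr at 37 C.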
Numbers without * were called inactive; i = inactive; ? = inconclusive; . = no result given; [ ] = dose if it differs, or a comment. Unless noted, the call rests on the fitted dose curve; in most records, active means well fitted curve in the direction sought with a large enough effect; inconclusive means small, poorly fitted or top-dose-only effect, or another doubt; inactive means no such curve, though single readings can be large; an effect the other way counts as inactive or inconclusive. Potency means the concentration at half of the fitted maximal effect. The list is partial, so the mix of outcomes need not match the whole.

SMILES	Tau fluor counter	L3MBTL1 block	Tau ThT inhib	HTT cytoprotect	TexasRed fluor	TRb SRC2 PPI	RECQ1 inh	Tau fibril FP
COc1ccc(Cc2noc(CN3CCN(Cc4cccc(Cl)c4)CC3)n2)cc1OC	-1.4%	-3.7%	-2.8%	32.9%[10 µM]	-3.3%	-6.9%	i	-6.1%
CCc1cccc(NC(=O)Cn2c(=O)n(CC3CCC(C(=O)NCCc4ccccc4)CC3)c(=O)c3ccccc32)c1 (stereo unspecified)	-25.8%	.	0.9%	.	0.7%	-0.8%	.	?
CCc1cccc(OCCn2nc(C(=O)O)c3ccccc3c2=O)c1	-20.8%	-2.4%	-19.2%	.	-0.6%	2.8%	-11.3%	1.8%
CCOc1ccc(C2C(C#N)=C(N)N(c3sc4c(c3C#N)CCCC4)C3=C2C(=O)CCC3)cc1 (stereo unspecified)	-20.0%	-8.9%	-24.8%	-17.4%	11.8%	8.3%	?	-6.0%
COc1ccc(-n2c(SCC(=O)c3c(N)n(C)c(=O)n(C)c3=O)nc3ccccc32)cc1	-10.8%	.	-14.4%	6.0%	12.3%	3.2%	-5.4%	-6.2%
NC1=NC(=O)/C(=C/c2cn(CCC(=O)O)nc2-c2ccc(F)cc2)S1	-5.2%	7.7%	-8.6%	10.1%[10 µM]	-24.3%	4.1%	-0.7%	-7.0%
O=C(CN1CCCc2ccccc21)N/N=C/c1ccccc1O	?	-3.8%	?	-40.1%[10 µM]	2.2%	-1.3%	-3.1%	9.4%
Cc1cc(C)c2c(=O)n(CC(=O)NC3CCCC3)sc2n1	-23.7%	-1.1%	12.6µM*	33.1%[10 µM]	-3.6%	-1.1%	-2.0%	14.1µM*
CC1=C(C#N)C(c2cccnc2)C2=C(CC(c3ccc(Cl)cc3)CC2=O)N1 (stereo unspecified)	-3.1%	.	1.7%	-47.4%[inhibitor][10 µM]	-4.2%	-8.3%	-6.8%	-9.1%
COc1ccc(OC)c(N=c2ssnc2Cl)c1	-26.2%	-7.4%	11.2µM*	-68.0%[inhibitor]	-0.1%	5.0%	-6.2%	?
CCCCn1nc2cc(C(=O)NCc3ccccc3OC)ccc2c1OCC	-19.1%	14.9%	-22.7%	11.4%[10 µM]	-4.0%	0.2%	-2.6%	-10.2%
CCOC(=O)C(CC)n1cnc2c(cnn2-c2ccc(Cl)cc2)c1=O (stereo unspecified)	-9.7%	12.0%	-10.4%	0.3%	-2.7%	0.6%	i	-0.7%
O=C(Nc1ccccc1)Nc1ccc(F)cc1F	-12.6%	12.3%	-3.1%	-27.0%	-1.7%	0.4%	i	-7.6%
Cc1[nH]cnc1CSCc1ccc(Cl)cc1	3.9%	-8.6%	6.6%	.	-5.1%	-5.2%	5.8%	-10.7%
COc1ccc(CN2CCN(C(=O)CC(C)C)CC2)c2ccccc12	-3.4%	-5.5%	-15.3%	-20.1%	-1.0%	0.8%	i	-6.5%
Cc1cc2c(cc1S(=O)(=O)CCC(=O)N(C)C1CCCCC1)OCC(=O)N2	-20.5%	7.4%	-7.0%	.	-10.8%	5.2%	.	-6.8%
CC1CCN(S(=O)(=O)c2cc(C(=O)NCc3ccc(N(C)C)cc3)n(C)c2)CC1	-7.3%	.	0.7%	.	-8.6%	2.3%	.	5.5%
CC1CN(S(=O)(=O)c2cccc(C(=O)OCC(=O)c3cccs3)c2)CC(C)O1 (stereo unspecified)	-19.3%	.	-7.4%	-23.4%	-1.3%	-5.1%	8.1%	-4.9%
C=CCn1c2ccccc2n2nc(C)c(=O)nc12	-0.1%	-0.5%	-1.0%	12.8%[10 µM]	-4.5%	-7.5%	-7.2%	-3.5%
Cc1onc(C(N)=O)c1C(=O)Nc1ncc(C(F)(F)F)cc1Cl	6.0%	.	5.7%	-19.4%	-1.4%	9.0%	1.2%	3.6%
COc1ccccc1N1CCN(c2ccc(=O)n(CC(=O)Nc3cc(F)ccc3C)n2)CC1	-14.4%	.	-9.2%	.	0.5%	-5.4%	.	1.2%
Cc1nn(-c2ccccc2)c2sc(C(=O)Nc3ccccc3Br)cc12	-27.4%	.	-14.1%	.	2.3%	5.0%	.	?
O=C(O)C1=C(C(=O)Nc2cccc(C(F)(F)F)c2)CCCC1	-3.4%	.	-1.4%	-35.4%	0.4%	-1.3%	-2.9%	4.2%
CCCSc1nnc(CSc2nc3ccccc3s2)n1-c1ccccc1	-3.4%	9.6%	-21.2%	-61.5%[inhibitor]	-1.5%	0.6%	-14.8%	6.5%
COc1cc(C2C=C(C(=O)O)Nc3ncnn32)ccc1O (stereo unspecified)	-4.8%	.	-1.3%	.	-0.7%	-3.1%	.	-2.1%
CC(C)OC(=O)c1cn(-c2ccccc2)nc1-c1ccco1	3.1%	-6.5%	-11.3%	-5.1%[1.9 µM]	-0.2%	-0.2%	-4.9%	8.3%
COC(=O)c1sccc1Oc1ccc(F)cc1[N+](=O)[O-]	-8.3%	.	-1.1%	1.0%	-1.8%	1.2%	-13.7%	-5.5%
Cc1ccc(N2CCN(C(=O)c3nn(C)c4c3CSc3ccccc3-4)CC2C)cc1 (stereo unspecified)	-10.4%	.	-1.7%	.	-0.4%	7.0%	.	-10.8%
CCn1c(C)c(C(C)=O)cc(C#N)c1=O	4.2%	63.4%[activator]	1.4%	-8.5%	-9.9%	-9.2%	17.4%	6.1%
COC(=O)c1sc(-c2ccccc2)cc1NC(=O)c1cccc(F)c1	-8.9%	.	-2.6%	.	-2.8%	-8.9%	.	-14.3%
COc1ccc(C(=O)NCC(=O)OCC(=O)c2ccc3c(c2)NC(=O)CO3)cc1OC	-5.9%	12.3%	-10.1%	-51.4%[inhibitor][10 µM]	2.2%	1.7%	0.9%	-2.5%
Cc1cccc(NC(=O)c2ccc(Cl)c(NC(=O)c3ccncc3)c2)c1C	-8.5%	8.6%	-4.9%	13.2%[10 µM]	-4.9%	-5.2%	-5.1%	0.8%
CCOc1ccccc1NC(=O)C1CCN(S(=O)(=O)c2cccs2)CC1	-21.9%	.	-6.7%	.	7.5%	-1.2%	.	-3.7%
Cc1onc(-c2c(F)cccc2Cl)c1C(=O)OCC(=O)NCc1ccco1	-8.3%	.	?	-0.6%	-1.1%	-12.1%	-6.9%	-0.3%
Cc1ccc(NC(=S)N(C)Cc2cn(C)c3ccccc23)cc1	-24.5%	-4.6%	-13.2%	8.5%[10 µM]	-0.3%	15.4%	-3.8%	-0.2%
CCSc1nnc(C)c(=O)n1COC(=O)c1ccc(S(=O)(=O)N2CCCC2)cc1	-2.0%	28.8%	3.8%	0.7%[10 µM]	-7.7%	-2.3%	-7.6%	1.2%
Cc1ccc(Cn2ccnc2SCC(=O)Nc2ccccc2C(F)(F)F)cc1	-14.1%	.	-9.1%	.	3.5%	-5.0%	.	-0.1%
COc1cc(NC(=O)C(CCS(C)(=O)=O)N2Cc3ccccc3C2=O)cc(OC)c1OC (stereo unspecified)	-11.8%	.	-11.1%	.	-25.0%	1.0%	.	5.6%
COc1cc(OC)cc(C(=O)N2CCN(C(=O)c3ccc(OC)c(OC)c3)CC2)c1	1.7%	-1.1%	-3.7%	-0.7%[0.074 µM]	-2.5%	-13.4%	-2.6%	0.0%
CN(/N=C/c1ccc(O)cc1O)c1nc(-c2ccccc2)cc(-c2ccccc2)n1	14.1µM*[quencher]	-10.4%	?	21.6%[10 µM]	0.6%	8.3%	-13.8%	?
CC(C)CC(=O)NC(=S)Nc1ccc(N2CCCC2)c(Cl)c1	-27.4%	-8.9%	-10.4%	8.1%[10 µM]	-6.3%	0.6%	-9.0%	15.5%
CC(=O)C1(O)C(C)CC2C3CCC4CC(O)CCC4(C)C3=CCC21C (stereo unspecified)	-5.7%	0.5%	-16.0%	-2.7%	5.0%	4.2%	-3.8%	-0.9%
O=C(COc1ccc(Cl)cc1)NCc1nnc(SCC(=O)N2CCCc3ccccc32)o1	-7.6%	.	-6.1%	-46.0%[inhibitor]	-1.8%	-0.6%	-3.8%	-8.6%
O=C1c2ccccc2NC2(CCCC2)N1O	-9.4%	.	-4.9%	-12.7%	-2.3%	3.8%	-8.4%	-0.5%
COc1ccc(C2C(C#N)=C(N)N(c3cccnc3)C3=C2C(=O)CC(C)(C)C3)cc1OC (stereo unspecified)	-8.2%	-12.2%	-7.5%	.	-3.4%	-4.2%	-0.9%	-3.9%

One compound at a time, from the list above.
Shown for O=C1c2ccccc2NC2(CCCC2)N1O : Tau fluor counter = -9.4%; L3MBTL1 block = .; Tau ThT inhib = -4.9%; HTT cytoprotect = -12.7%; TexasRed fluor = -2.3%; TRb SRC2 PPI = 3.8%; RECQ1 inh = -8.4%; Tau fibril FP = -0.5%
Shown for CN(/N=C/c1ccc(O)cc1O)c1nc(-c2ccccc2)cc(-c2ccccc2)n1 : Tau fluor counter = 14.1µM*[quencher]; L3MBTL1 block = -10.4%; Tau ThT inhib = ?; HTT cytoprotect = 21.6%[10 µM]; TexasRed fluor = 0.6%; TRb SRC2 PPI = 8.3%; RECQ1 inh = -13.8%; Tau fibril FP = ?

Remaining list, next part
SMILES	Tau fluor counter	L3MBTL1 block	Tau ThT inhib	HTT cytoprotect	TexasRed fluor	TRb SRC2 PPI	RECQ1 inh	Tau fibril FP
CCCCn1c(CNC(=O)C(C)(C)C)nc2ccccc21	-5.0%	?	-0.7%	8.4%[10 µM]	-6.0%	7.5%	0.3%	-2.5%
CN(Cc1cnccn1)C(=O)CC1C(=O)NCCN1Cc1cccc(Oc2ccccc2)c1 (stereo unspecified)	6.4%	0.7%	0.8%	-7.6%[10 µM]	2.1%	2.1%	i	7.9%
Cc1cc(=O)oc2cc(OC(C)C)ccc12	2.2%	5.6%	-5.2%	-6.4%	-0.4%	-12.6%	-8.8%	-0.6%
COc1cc(/C=C(\C#N)C(=O)c2ccc(O)c(O)c2)cc(I)c1O	?	0.316µM*	8.91µM*	0.3%[1.9 µM]	-6.3%	-5.5%	0.891µM*	3.0%
Fc1ccccc1N1CCN(c2nccn3nc(-c4ccc(Br)cc4)cc23)CC1	-10.6%	.	-8.5%	.	4.5%	0.5%	.	0.5%
